Source: PubChem BioAssay
IkB signaling: suppresses IkB signaling in ABC-DLBCL reporter cells; ABC-DLBCL IkBa-CBG/CBR dual luciferase ratio, 4 h; response scale: scaled: untreated 0%, proteasome inhibitor 100%; Potency, µM (series often up to 57.1 µM), inactives show at the top dose IkBa stabilization activation; actives 0.04% (n = 110,000); AID 445; active = well fitted curve in the direction sought with a large enough effect in the signal ratio, not every such curve was filed as active; inconclusive = small, poorly fitted or top-dose-only effect, or a change in a side signal; the % refers to the signal ratio;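 also: the direction sought is a rising ratio; 0% = basal untreated cells and 100% = reference inhibitor full response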
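Curves were fitted separately to fusion (green), unfused (red) and ratio luminescence, then classed by r2, magnitude and activity. Cells: OCI-Ly3, 4 h compound plus doxycycline at 37C; 10 uM MG-132 defined full response.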
Peg3 imprint: genomic imprint erasure induction | mouse ES Peg3-LacZ reporter, beta-gal luminescence, 40 h | Potency, µM (titrated, usually from 60.7 µM), for the others: at the top dose activity change, positive = activation, actives largely listed as activators | actives 0.02% (n = 110,000);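 also: 0% = negative control wells on the plate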
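Gelatin-coated wells received 300 freshly trypsinized female ES cells with a Peg3LacZ-Neo reporter on the maternal allele, then incubated 40 hours at 37C. BetaGlo was added for 5 minutes at room temperature before a single luminescence read.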
p53ts 39C tox: p53ts cell cytotoxicity, nonpermissive temperature | H1299-p53A138V viability at 39C, ATP luminescence, 24 h | Potency, µM (titrated, usually from 46.1 µM), inactives show top-dose activity change, negative = cell killing, usual class: cytotoxic | actives 1.5% (n = 130,000); also: nearly all actives have a fitted effect of over 55% in size
p53ts 32C tox: cytotoxicity in p53ts cells at permissive temperature; H1299-p53A138V at 32C, ATP luminescence viability, 24 h; Potency, µM (highest dose often 46.1 µM), inactives show top-dose activity change, negative = cytotoxicity, hits mostly cytotoxic; actives 0.93% (n = 130,000);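 also: 0% = DMSO and -100% = full killing by reference compound; nearly all actives have a fitted effect of over 55% in size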
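ATP-content luminescence (ATPlite) read-out after 24 h compound exposure at 32C in H1299-p53A138V cells (600/well). Tested up to 46 uM. Normalized to DMSO (0%) and 100 uM tamoxifen (100% killing); Hill-fit AC50.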
An asterisk follows results filed as active; u = inconclusive; x = not tested or not shown; [ ] = another dose, or the depositor's remark. Unless noted, calls follow the shape of the dose curve; as a rule, active = well fitted curve in the direction sought with a large enough effect; inconclusive = small, poorly fitted or top-dose-only effect, or another doubt; inactive = no such curve, though single readings can be large; an effect the other way counts as inactive or inconclusive. Unless noted, % is scaled to controls: 0 for no effect and ±100 for the full control effect; potency is read from the fitted curve at half-maximal effect.

SMILES	IkB signaling	Peg3 imprint	p53ts 39C tox	p53ts 32C tox
COc1cccc(Cn2c(=O)n(CC3CCC(C(=O)NC(C)C)CC3)c(=O)c3sccc32)c1 (centres undefined)	1.6%	-4%[10.9 µM]	6%	3%
Cc1nn(C)cc1CNC(=O)Nc1ccc(Cl)cc1	x	x	-3%	-3%
COc1ccccc1Cn1c(CCCO)nc2ccccc21	-0.6%	-13%	2%	4%
C=C(c1ccc(O)cc1)c1ccc(O)cc1	3.8%	4%	14%	12%
O=C(COc1ccccc1C(=O)c1cnn(-c2ccccc2)c1)Nc1ccccc1	x	x	u	11µM*
COC(=O)c1c(SCC(=O)Nc2ccccc2OC)[nH]c2ccccc2c1=O	u	7%[10.9 µM]	u	-24%
Cc1ccccc1NC(=O)CSC(N)=O	-2.9%	-35%[inhibitor]	-19%	-3%
Brc1ccc(-c2cn3cccnc3n2)cc1	-1.7%	-12%	u	-26%
CN1C(=O)c2ccccc2C(C(=O)NCCCN2CCCC2=O)C1c1c[nH]c2ccccc12 (centres undefined)	1.2%	-9%	2%	-4%
CCc1ccc(NCc2cc3cc4c(cc3n(CC(=O)Nc3ccccc3C)c2=O)OCCO4)cc1	u	5%[10.9 µM]	-30%	3%
Cc1ccc(C(=O)N(Cc2nc(-c3ccc(C)cc3)no2)C(C)C)cc1	6.9%	-19%	-12%	4%
Cc1ccccc1C(=O)Nc1sc2c(c1C(=O)NCc1ccco1)CCC(C(C)(C)C)C2 (centres undefined)	0.6%	-12%[10.9 µM]	11%	2%
O=C(NCCc1ccc(Cl)cc1)c1cnc2sc(N3CCCCC3)nn2c1=O	-0.6%	-3%[10.9 µM]	-3%	6%
Cc1cc(C(=O)N2CCN(c3cccc(C)c3C)CC2)c2c(C)nn(-c3ccccc3)c2n1	u	-10%[10.9 µM]	-5%	9%
CN(C)/C=N/c1cc(=O)n(C)c(=O)n1Cc1ccccc1	x	-12%	-12%	8%
Cc1ccc(-c2nnc3sc(CCc4ccccc4)nn23)cc1	-9.4%	-14%	-7%	-9%
CCOCCCNC(=O)C1CCC(CNS(=O)(=O)c2ccc(F)cc2)CC1 (centres undefined)	1.1%	-2%	-6%	14%
O=C(CNC(=O)c1ccco1)OCc1ccc(C(=O)Oc2ccccc2)cc1	u	-18%	7%	-4%
COCCn1cc(C(=O)N2CCC(C)CC2)c2c3ccccc3n(C)c2c1=O	-1.8%	-7%	-9%	18%
CCOC(=O)c1c(C)[nH]c(C)c1C(=O)COC(=O)c1cccc(S(=O)(=O)NC)c1	1.2%	-8%	-9%	11%
COc1ccc(CNc2ncnc3c2c(-c2ccccc2)cn3-c2cccc(C)c2)cc1	-1.2%	-10%[10.9 µM]	-15%	5%
CC(=O)OC1CC(C)(C)N(OC(=O)c2ccccc2)C(C)(C)C1	0.9%	11%	22%	0%
Cc1nc(SCN2C(=O)c3ccccc3C2=O)n[nH]1	-0.3%	-3%	-1%	5%
CCOC(=O)C1CCN(S(=O)(=O)c2cc3c4c(c2)C(C)C(=O)N4CCC3)CC1 (centres undefined)	-1.4%	7%[10.9 µM]	7%	7%
c1ccc(CN2CCN(c3nc4ccccc4n4cnnc34)CC2)cc1	-3.1%	-17%	-1%	-13%
Cc1cccc2c(=O)cc(CSc3ccccc3NC(=O)C(C)C)[nH]c12	1.3%	-4%[10.9 µM]	17%	2%
COc1ccc(/C=C/C(=O)Nc2nc3n(n2)C(c2ccccc2)C=C(c2ccc(Cl)cc2)N3)cc1 (centres undefined)	-1.0%	-3%[10.9 µM]	-13%	2%
COc1ccc(C(=O)Nc2c(C(=O)c3ccccc3)oc3ccccc23)cc1	-2.9%	12%[10.9 µM]	-20%	-10%
COc1ccc(Cl)cc1NC(=O)COC(=O)CC(C)(C)CC1=NS(=O)(=O)c2ccccc2N1	-1.1%	-11%[10.9 µM]	-19%	5%
O=C(C1CC1)N1CCc2cc(Br)cc(S(=O)(=O)NCC3COc4ccccc4O3)c21 (centres undefined)	u	-15%	2%	1%
CCCCn1c(SCC(=O)Nc2cc(C)[nH]n2)nc2ccsc2c1=O	1.3%	-12%	-3%	3%
COc1ccccc1C(=O)Nc1nc2nc(C)c(Cc3ccccc3)c(=O)n2[nH]1	u	-7%[10.9 µM]	-11%	11%
CCCc1nn2c(=O)cc(COC(=O)c3ccccc3NC(=O)c3ccc(Cl)cc3)nc2s1	u	-8%[10.9 µM]	-12%	-7%
Cc1ccc(C(=O)N2CCc3cc(CNC(=O)c4ccnn4C)ccc32)cc1	u	-17%[10.9 µM]	-21%	-17%
COc1cccc(-c2csc(N3CCN(C(=O)Nc4ccc(F)cc4)CC3)n2)c1	x	x	-29%	u
Cc1ccc(S(=O)(=O)NCCCN(C)C)cc1	-0.2%	-2%	2%	7%
Cn1c(CN2CCOCC2)nc2cc(NC(=O)c3ccccc3[N+](=O)[O-])ccc21	4.5%	11%[10.9 µM]	17%	1%
CCOC(=O)c1cc(C)n(S(=O)(=O)c2ccc(C)cc2)c1C	x	x	-3%	3%
N/C(=N\OC(=O)c1ccc(Cl)cc1)c1ccc(Cl)cc1	x	x	-9%	7%
Cc1cccc(OCC(=O)N(Cc2ccc(N(C)C)cc2)Cc2ccco2)c1C	-0.6%	-13%[10.9 µM]	2%	u
O=C(CCCn1c(=S)[nH]c2ccc(Br)cc2c1=O)N1CCN(c2ccccn2)CC1	u	-16%	u	-12%
O=c1nc2ccccc2c2n1C[C@H](CN1CCN(c3ccccc3)CC1)N2	0.1%	-9%	1%	-3%
COc1ccc(S(=O)(=O)N2CCCC2C(=O)NCc2cccs2)cc1 (centres undefined)	1.0%	-13%	5%	6%
CCCCOC(=O)CCc1n[nH]c(=O)[nH]c1=O	1.5%	-8%	-1%	0%
Cc1ccc(-c2cc(NC(=O)COc3ccc(Cl)cc3C)on2)cc1	u	-7%[10.9 µM]	-4%	-6%
COc1ccc(Br)cc1[C@@H]1Nc2ccc(C(=O)O)cc2[C@@H]2C=CC[C@@H]21	u	-8%[10.9 µM]	16%	14%
C=CCn1c(SCC(=O)Nc2c(C)nn(Cc3ccccc3)c2C)nnc1C(O)c1ccccc1 (centres undefined)	1.4%	-14%	11%	8%
COc1ccc(Cl)cc1NC(=O)CCc1nc(-c2ccccc2F)no1	u	-3%[10.9 µM]	-25%	-3%
O=C(Nc1ccccc1-c1nc2ccccc2s1)c1ccco1	-5.8%	-20%	-10%	u
COC(=O)c1nnn(-c2nc(N3CCCCC3)nc(N3CCCCC3)n2)c1C	-0.6%	-5%	-10%	-10%
O=C(Oc1ccc(/C=N/O)cc1)c1ccccc1	0.9%	-12%	2%	10%
COc1ccc(OC)c(NC(=O)C2C3CCC(O3)C2C(=O)O)c1 (centres undefined)	u	-14%	4%	0%
Cc1ccc(S(=O)(=O)C2(C(=O)Nc3ccc4c(c3)OCO4)CC2)cc1	-0.9%	-9%	-11%	7%
CS(=O)(=O)N1CCC2(CC1)CN(c1cccc(-c3ccccc3)c1)C2	-1.8%[11.4 µM]	x	-5%	-3%
Cn1c(CN2CCCC2)nc2cc(NC(=O)COc3ccc(Cl)cc3)ccc21	-1.3%	-3%	-5%	-2%
COc1cc2cc(CNc3ccc(C)cc3)c(=O)n(CC(=O)Nc3ccc(C(C)C)cc3)c2cc1OC	-0.3%	-3%[10.9 µM]	8%	13%
CCOC(=O)c1c(-c2ccsc2)csc1N	2.0%	-5%	-14%	-4%
CC(C)OCCCN1C(=O)c2ccccc2C1C(=O)NC1CCCCC1 (centres undefined)	0.6%	-12%	9%	5%
O=C(O)c1cccc(N2C(=O)CSC2c2c(F)cccc2Cl)c1 (centres undefined)	0.1%	-8%	-6%	-8%
CCCC(=O)OCC(=O)Nc1cc(C(C)(C)C)nn1-c1ccccc1	-0.4%	6%	4%	-6%
Going on with the list.
SMILES	IkB signaling	Peg3 imprint	p53ts 39C tox	p53ts 32C tox
Cc1cccc(Nc2nc(N3CCCCC3)nc(N3CCCCC3)n2)c1	x	x	-9%	0%
CS(=O)(=O)NCCSCc1c(F)cccc1Cl	2.1%	-13%	4%	-3%
Cc1ccc2oc(=O)n(CC(=O)O)c2c1	-0.8%	5%	5%	-5%
O=C(CCCCCn1c(=O)[nH]c2ccsc2c1=O)N1CCN(C2CCCCC2)CC1	3.7%	0%	16%	6%
COCCNC(=O)CSc1nc(-c2ccccc2)[nH]c1-c1ccc(OC)cc1	u	4%[10.9 µM]	11%	1%
COc1ccc(OCc2nc3ccccc3n2C(C)c2ccccc2)cc1 (centres undefined)	5.7%	-5%[10.9 µM]	u	21%
CCSc1nc2nc(C)cc(C)n2n1	-1.7%	-4%	-2%	-4%
Cc1ccc(-n2nnc3c(=O)n(CC(=O)NCC4CCCO4)cnc32)cc1 (centres undefined)	-0.5%	-12%	-5%	-6%
O=C(c1ccc(S(=O)(=O)N2CCCC2)cc1)N1CCCc2ccccc21	0.3%	-19%	9%	2%
OCCNc1ncnc2nc[nH]c12	1.4%[11.4 µM]	-11%[10.9 µM]	2%[9.22 µM]	0%[9.22 µM]
Cc1nnc(-c2ccccc2)c[n+]1[O-]	1.2%	-3%	4%	7%
Cc1cccc(NC(=O)CNc2cc(C)ccc2C)c1	u	-6%	-6%	-1%
Cc1cccc(N=C(N2CCOCC2)P(=O)(N2CCOCC2)N2CCOCC2)c1	0.3%	-3%	17%	7%
O=C(CSc1nc2c([nH]c3ccccc32)c(=O)n1-c1cccc(Cl)c1)c1ccccc1	0.4%	-26%[10.9 µM]	-29%	6%
COc1cc(-c2nnc(-c3ccc(S(=O)(=O)c4ccccc4)cc3)o2)cc(OC)c1OC	0.4%	-9%	-17%	-4%
O=C(Nc1c(Cl)cccc1Cl)C1CCC1	2.7%	-9%	15%	9%
CC(C)(C)NS(=O)(=O)c1ccc2nc(NC(=O)Cc3cccs3)sc2c1	u	-13%	1%	1%
CCOc1ccc(NC(=O)C(C)Sc2nc3ncccc3o2)cc1 (centres undefined)	-2.2%	-14%[10.9 µM]	u	u
O=C(Cn1nnc(-c2cccc(C(F)(F)F)c2)n1)NC1CCCC1	-0.5%	-2%	1%	1%
O=C(CC(SCCO)c1ccc(F)cc1)c1ccco1 (centres undefined)	u	-31%[inhibitor]	-10%	-5%
CCC1=C(OC(=O)N(CC)CC)N2C(=O)OC(=NCC(=O)OC)[C@]2(Cc2ccccc2)[C@H]2C1=CC[C@H]1C(=O)NC(=O)[C@H]12	x	-7%	-1%	7%
O=C(O)c1[nH]c2c([N+](=O)[O-])cc([N+](=O)[O-])cc2c1C(=O)O	-1.0%[11.4 µM]	-18%[10.9 µM]	11%[9.22 µM]	-3%[9.22 µM]
CCOc1ccc(-c2cc(OC(=O)c3ccc(F)cc3)c3c(C)oc(C)c3c(=O)c2)cc1	0.6%	-10%[10.9 µM]	-9%	-15%
CCOc1cccc2cc(-c3nnc(NCc4ccco4)s3)c(=O)oc12	23%	-37%[inhibitor]	-17%	-12%
